TDP-43 yeast inh: inhibitors of TDP-43 toxicity in yeast; TDP-43 expressing yeast growth rescue, BacTiter-Glo, 24 h; 410,000 compounds, 1.8% hits; Potency, µM (top dose mostly 46.1 µM), for the others: at the top dose growth rescue (activation), actives largely listed as activators; note: % of control where 0% means no effect; nearly all actives have a fitted effect of over 50% in size
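Galactose-induced TDP-43 yeast, OD600=0.02, compound pinned; 24 hr, 30 deg C; BacTiter-Glo luminescence for growth. Inhibitors of TDP-43 toxicity read as activators.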
EPAC2 agonist: EPAC2 (human) agonism | Q8WZA2 | EPAC2 activation, biochemical qHTS; response scale: 100% = 6.5 mM cAMP response | Potency, µM (doses to about 154 µM), for the others: at the highest dose activation, usual class: activators | 360,000 compounds, 0.079% hits | AID 720711; note: nearly all actives have a fitted effect of over 50% in size
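Each well held 100 nM EPAC2, 250 nM RAP1B-BODIPY-GDP and 50 uM GDP. Fluorescence, read at 5-min intervals to 30 min, was referenced to a 6.5 mM cAMP positive control.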
aSyn yeast inh: inhibitors of alpha-synuclein toxicity in yeast; Yeast expressing alpha-synuclein, growth rescue, BacTiter-Glo, 24 h; Potency, µM (top dose mostly 46.1 µM), for inactives: at the highest dose growth rescue (activation), usual class: activators; 370,000 compounds, 0.14% hits; note: % of control where 0% means no effect; nearly all actives have a fitted effect of over 65% in size
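Rescue of yeast growth: cells expressing toxic alpha-synuclein, induced in galactose at OD600 0.02, incubated with compound 24 h at 30 C. ATP luminescence quantified growth; inhibitors of toxicity appear as activators.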
EPAC1 ag: EPAC1 (human) agonism; O95398; EPAC1 agonist qHTS, biochemical assay; response scale: 100% = response to 6.5 mM cAMP; Potency, µM (doses to about 154 µM), inactives show at the highest dose activation, actives largely listed as activators; 360,000 compounds, 0.073% hits; AID 720707; note: nearly all actives have a fitted effect of over 60% in size
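Compounds were pinned as a concentration titration into mixtures of EPAC1 (100 nM), BODIPY-GDP-loaded Rap1B (250 nM) and GDP (50 uM). After 5 min at room temperature, fluorescence was followed for 30 min; activity was scaled to 6.5 mM cAMP.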
EPAC2 antag: EPAC2 (human) antagonism; Q8WZA2; EPAC2 GEF exchange of Rap1B-BODIPY-GDP, fluorescence; Potency, µM (series often up to 114 µM), for the others: top-dose activity, negative = inhibition, usual class: inhibitors; 360,000 compounds, 0.18% hits; AID 720708; note: % is set by controls: 0 for no effect and ±100 for the full control effect; nearly all actives have a fitted effect of over 45% in size; many of its hits are not listed in these tables
EPAC1 antagonist: EPAC1 (human) antagonism; Potency, µM (doses to about 115 µM), inactives show at the highest dose activity change, negative = inhibition, actives largely listed as inhibitors; O95398; 360,000 compounds, 0.14% hits; EPAC1 GEF assay, Rap1b-BODIPY-GDP exchange fluorescence;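 note: plate controls were vehicle for no effect and positive control for full effect; nearly all actives have a fitted effect of over 50% in size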
FUS yeast rescue: FUS proteinopathy suppression in yeast; Potency, µM (titrated, usually from 76.6 µM), without a hit: top-dose growth rescue (activation), most hits filed as activators; AID 1347120; 390,000 compounds, 0.24% hits; S. cerevisiae FUS-expressing, growth rescue, OD600, 24 h;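 note: plate controls were DMSO vehicle for no effect and reference control for full effect; nearly all actives have a fitted effect of over 55% in size; some results filed as inactive show a strong effect at the top dose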
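Yeast FUS proteinopathy model; galactose-induced FUS (2%), starting OD 0.005. Cpds in dilution series, 24hr, 30C, 99% humidity. Abs 600 nm growth. Pos ctrl CP55940 (top 92uM final); neg ctrl DMSO.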
PTHR1 ag: activates the human parathyroid hormone receptor PTHR1. Q03431. HEK293 GP2 PTHR1 cells, GloSensor cAMP luminescence, 1 h. Potency, µM (titrated, usually from 115 µM), for the others: at the top dose activation, usual class: activators. 410,000 compounds, 0.075% hits; note: nearly all actives have a fitted effect of over 55% in size; some results filed as inactive show a strong effect at the top dose; inactives centre near -15; many of its hits are not listed in these tables
Target sequence (Q03431 whole entry, looked up): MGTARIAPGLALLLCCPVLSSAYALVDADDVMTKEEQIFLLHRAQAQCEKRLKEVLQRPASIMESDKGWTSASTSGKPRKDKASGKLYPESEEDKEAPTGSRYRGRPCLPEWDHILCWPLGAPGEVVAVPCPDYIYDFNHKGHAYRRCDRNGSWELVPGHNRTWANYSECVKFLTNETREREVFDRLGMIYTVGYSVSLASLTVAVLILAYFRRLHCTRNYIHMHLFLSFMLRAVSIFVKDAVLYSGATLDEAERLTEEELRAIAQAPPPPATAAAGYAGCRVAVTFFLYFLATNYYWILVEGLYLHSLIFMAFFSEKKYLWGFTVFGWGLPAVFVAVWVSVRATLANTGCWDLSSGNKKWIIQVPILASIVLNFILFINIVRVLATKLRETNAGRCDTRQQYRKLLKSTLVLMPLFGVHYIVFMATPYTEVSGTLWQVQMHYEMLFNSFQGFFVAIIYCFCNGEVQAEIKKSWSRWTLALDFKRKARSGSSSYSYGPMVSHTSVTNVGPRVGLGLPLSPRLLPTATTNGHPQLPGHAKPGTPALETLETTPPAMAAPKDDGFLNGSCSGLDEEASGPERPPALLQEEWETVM
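HEK-293-derived GP2 cells expressing PTHR1 and a GloSensor cAMP reporter, 3,000/well, plated overnight, given luciferin plus IBMX (each 0.5 mM as added) for 1 h at 37 °C, then compound for 1 h at 37 °C. Luminescence was read after 15 min at room temperature.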
* = called active by the depositor; i = inactive; ? = inconclusive; . = not tested or not shown; & = joins results of further samples; [ ] = another dose, or the depositor's remark. Calls come from the whole dose curve; as a rule, active = well fitted curve in the direction sought with a large enough effect; inconclusive = small, poorly fitted or top-dose-only effect, or another doubt; inactive = no such curve, though single readings can be large; an effect the other way counts as inactive or inconclusive. Potency is the fitted concentration of half-maximal effect. Some of the compounds tested (hit frequency here may not be typical).

SMILES	TDP-43 yeast inh	EPAC2 agonist	aSyn yeast inh	EPAC1 ag	EPAC2 antag	EPAC1 antagonist	FUS yeast rescue	PTHR1 ag
CC(C)NC(=O)CC(=O)N/N=C/c1ccc(Br)cc1	-1%	11%	-4%	10%	-1%	2%	4%	-20%[57.5 µM]
CCCN1CCC(NC(=O)C2CCCCC2C(=O)O)CC1 (configuration not stated)	5%	0%	11%	-3%	2%	10%	0%	i
CCOC(=O)c1c(C)[nH]c(C)c1S(=O)(=O)NCC1CCN(Cc2cccc(Cl)c2)CC1	-1%	14%	-5%	11%	-10%	-8%	2%	-13%
CCOc1ccc(Oc2ccccc2NC(=O)CCNC(C)=O)cc1	21%	14%	2%	2%	4%	-11%	9%	i
CC1CN(C(=O)Cc2ccc(-c3ccccc3)cc2)CC(C)O1 (configuration not stated)	4%	5%	12%	-1%	7%	10%	5%	-32%[inhibitor]
O=C(Nc1ccccc1N1CCOCC1)c1cnccn1	?	5%	1%	2%	-23%	0%	-4%	i
Cc1cc(C(=O)CCC(=O)N(C)CC(=O)Nc2ccc(OC(F)(F)F)cc2)c(C)s1	12%	-15%	-1%	-8%	-1%	-25%	8%	-19%
O=C(CC1SC(N2CCCC2)=NC1=O)Nc1ccc(C(=O)N2CCCC(C(F)(F)F)C2)cc1 (configuration not stated)	13%	-4%	-1%	-10%	1%	7%	32%	i
CSc1cccc(NC(=O)NNC(=O)C2CCN(S(=O)(=O)N(C)C)CC2)c1	-1%	3%	-5%	14%	12%	4%	6%	i
CCOc1cc(/C=N/NC(=O)C2CCCC2)ccc1OC(C)C	-4%	1%	-2%	-10%	0%	-28%	26%	i
CC(=O)c1ccc(N2CCN(S(=O)(=O)c3cccc(S(=O)(=O)N4CCOCC4)c3)CC2)cc1	0%	-12%	-8%	-1%	-1%	-4%	14%	-5%[57.5 µM]
C/C(=N/NC(=O)c1ccncc1)C1=C(O)CC(C)(C)CC1=O	-28%	10%	-4%	10%	4%	13%	13%	i
O=C(COc1ccc(Cl)cc1)NC1=NN(c2ccccc2)C(=O)C1	-82%[inhibitor]	20%	-43%[inhibitor]	1%	4%	?	15%	-29%
COc1ccc(OC)c(NC(=O)Cc2ccc(NC3=NC4CS(=O)(=O)CC4S3)cc2)c1 (configuration not stated)	-2%	4%	-7%	12%	1%	-23%	0%	0%
CCCCCOC(=O)CSc1ncnc2c1sc1nc(N3CCOCC3)c3c(c12)CCCC3	26%	.	0%	.	.	.	-11%	i
CCc1ccc(NC(=O)C(C)OC(=O)CN2C(=O)NC3(CCCC3)C2=O)cc1 (configuration not stated)	8%	0%	5%	2%	-7%	-20%	-11%	-34%[inhibitor]
CCOc1ccc(C(CCc2ccccc2)NC(=O)c2ccccc2)cc1OCC (configuration not stated)	-15%	9%	0%	15%	-3%	-2%	-4%	i
CN(C(=O)CN1CCN(c2cc(-c3cccc4oc5ccccc5c34)ncn2)CC1)c1ccccc1	17%	17%	6%	11%	-3%	7%	12%	-18%
CCC1(c2ccc(F)cc2)NC(=O)N(CC(=O)Nc2cccc(S(=O)(=O)N3CCCC3)c2)C1=O (configuration not stated)	5%	9%	0%	-1%	-4%	11%	19%	-19%
CC1(C)c2ccccc2-c2nc3ccccc3cc2C1O (configuration not stated)	9%	6%	-3%	1%	-15%	17%	14%	i
O=C(Nc1ccc(F)cc1)NC1CCCCCCC1	2%	-4%	0%	-4%	0%	-24%	-4%	-11%
COc1ccc(C2C(C(=O)/C=C/c3ccco3)=C(O)C(=O)N2CCN2CCOCC2)cc1 (configuration not stated)	-11%	3%	-3%	-8%	0%	-4%	31%	i
O=C(N/N=C/c1[nH]c2ccccc2c1Cl)c1cccc(Br)c1	-3%	6%	-10%	0%	3%	2%	13%	i
CS(=O)(=O)C1=C(O)C(=O)N(CCCC(=O)O)C1c1ccccc1F (configuration not stated)	-12%	10%	-3%	1%	-17%	-2%	?	i
O=C(c1cccs1)N1CCn2c1nc1ccccc12	-4%	5%	-5%	5%	-4%	-1%	-47%	-11%

Carrying on.
SMILES	TDP-43 yeast inh	EPAC2 agonist	aSyn yeast inh	EPAC1 ag	EPAC2 antag	EPAC1 antagonist	FUS yeast rescue	PTHR1 ag
CC(C(=O)c1ccc(Br)cc1)[n+]1cccc2ccccc21 (configuration not stated)	-14%	1%	5%	2%	3%	4%	-9%	-19%
CCC(C)n1ncn(-c2ccc(N3CCN(c4ccc(O)cc4)CC3)cc2)c1=O (configuration not stated)	2%	-9%	11%	-5%	-1%	5%	33%	-5%
CCCCCCNC(=O)CCNC(=O)c1cc(OC)c(OC)c(OC)c1	-22%	-9%	-6%	-3%	19%	13%	23%	i
CC(C)C(C(=O)Nc1ccc(N2CCOCC2)cc1)N1C(=O)c2ccccc2C1=O (configuration not stated)	-10%	5%	11%	-3%	2%	-4%	11%	-4%[57.5 µM]
O=C(NNC(=O)c1ccc(Cl)cc1Cl)Nc1ccccc1	25%	-1%	6%	2%	4%	4%	-3%	-2%
CCOC(=O)c1oc2cccc(O)c2c1C	1%	8%	5%	8%	-3%	2%	-4%	-15%[57.5 µM]
O=C(Nc1cc(Sc2ccccn2)cc([N+](=O)[O-])c1)c1cccc(Cl)c1	19%	9%	0%	16%	-1%	-14%	5%	-26%
CSc1nc2ccc(S(=O)(=O)N(C)C)cc2s1	11%	5%	5%	-2%	-2%	-5%	22%	i
CCOc1ccc(S(=O)(=O)N2CCC(C(=O)NCCc3ccccc3)CC2)cc1	-16%	8%	0%	-2%	-24%	2%	-11%	?
CCNC(=S)N(CCCN(C)C)Cc1cc2cc3c(cc2[nH]c1=O)OCCO3	12%	8%	2%	15%	5%	9%	7%	-14%
Cc1nnc(C)n1/N=C/c1ccc(O)cc1	10%	5%	-9%	-5%	4%	-7%	2%	-23%[57.5 µM]
C=CCC(=O)NC1CC(C)(C)Cc2c1cnn2-c1ccccc1C (configuration not stated)	12%	-3%	-9%	-9%	8%	2%	3%	i
CS(=O)(=O)N1N=C(c2ccc(Cl)cc2)CC1c1cccs1 (configuration not stated)	-11%	8%	.	-4%	-1%	0%	-19%	-10%
COC(=O)c1ccc(COC(=O)c2cccn2C)o1	0%	4%	0%	2%	-1%	-16%	8%	-5%
CCS(=O)(=O)N1CCCC(C(=O)NCCCN(C)Cc2ccccc2)C1 (configuration not stated)	-5%	?	-3%	0%	2%	12%	-15%	i
CC(=O)N1CCN(c2ccc(NC(=O)c3cc(Cl)ccc3Cl)cc2)CC1	23%	1%	1%	0%	2%	11%	-11%	-3%
CCCCCCCCN1C(=O)C(O)=C(C(C)=O)C1c1ccccn1 (configuration not stated)	8%	1%	4%	-1%	10%[57.1 µM]	9%	35%	-1%[57.5 µM]
COc1ccc(CNC(=O)c2ccccc2C(=O)O)cc1	-14%	0%	-2%	1%	12%	9%	.	i
CCOC(=O)C1CCN(CCCSc2ccc(Cl)cc2)CC1	9%	13%	11%	9%	-2%	-6%	-2%	i
Cc1ccc(-c2cnc(N)n2C)cc1C	29%	4%	-9%	10%	-2%	10%	20%	-5%[57.5 µM]
O=C1CN(C(=O)c2ccccc2)C(c2ccc(F)cc2)c2cc(Br)ccc2N1 (configuration not stated)	12%&26%	3%	10%	-3%	-19%	-10%	24%&19%	-4%
CC[C@@H]1C(=O)[C@H](Cc2ccccc2)[C@H]2CCCC(=O)N3CC[C@@H]1[C@@H]23	6%	2%	-4%	-22%	-3%	0%	-13%	-2%
COCCNC(=O)CSc1ccccc1C(=O)NC1CCSc2ccccc21 (configuration not stated)	-14%	2%	-2%	-5%	-15%	-4%	20%	15%
CC12CCC(C(=O)Nc3cccc(NC(=O)C45CCC(C)(C(=O)O4)C5(C)C)n3)(OC1=O)C2(C)C	5%	11%	0%	5%	-1%	-2%	15%	i
CCC[C@H]1CN(c2ccc(Br)cc2)C(=O)[C@@H]1CC(=O)Nc1ccccc1	13%	-1%	19%	0%	-1%	15%	31%	i

Look-ups from above:
COCCNC(=O)CSc1ccccc1C(=O)NC1CCSc2ccccc21 (configuration not stated) @ aSyn yeast inh = -2%
CCCCCCCCN1C(=O)C(O)=C(C(C)=O)C1c1ccccn1 (configuration not stated) @ EPAC1 ag = -1%
CCCCCCNC(=O)CCNC(=O)c1cc(OC)c(OC)c(OC)c1 @ FUS yeast rescue = 23%

Additional compounds follow.
SMILES	TDP-43 yeast inh	EPAC2 agonist	aSyn yeast inh	EPAC1 ag	EPAC2 antag	EPAC1 antagonist	FUS yeast rescue	PTHR1 ag
COc1cc(CNCc2ccc3c(c2)OCO3)c([N+](=O)[O-])cc1OC	0%	-2%	-1%	-1%	-2%	7%	-2%	i
COc1ccc(NC(=O)N[C@@H](CCSC)C(=O)O)cc1OC	5%	4%	0%	9%	-3%	-10%	-1%	-2%
Cn1nnnc1SCC(=O)c1c(N)n(C)c(=O)n(C)c1=O	14%	8%	3%	-3%	-1%	2%	-4%	-9%[57.5 µM]
COC(=O)c1sc(NC(=O)/C=C/c2ccccc2Cl)nc1C	-7%	6%	-1%	-9%	-4%	-3%	-18%	i
Cc1nnc(SCc2nc3ccccc3s2)n1-c1ccccc1	-1%	2%	0%	10%	11%	-4%	?	i
Cc1cccc(C(=O)OCC(=O)N2CCC(c3ccccc3)=N2)c1O	1%	-5%	2%	5%	-1%	7%	1%	i
O=C(c1ccccc1)N(CCO)Cc1cc2cc3c(cc2[nH]c1=O)OCCO3	12%	3%	4%	8%	-4%	7%	-14%	i
Cn1c(=O)c2c(SCc3ccccn3)nc(CC(C)(C)C)nc2n(C)c1=O	?	0%	10%	-6%	?	-1%	5%	-14%
COc1cc2sc3cc(NCCCN4CCOCC4)ccc3c(=O)c2cc1OC	-5%	4%	7%	-14%	7%	-5%	3%	7%
CCc1ccccc1NS(=O)(=O)c1cccc2nsnc12	4%	7%	10%	6%	-17%	-2%	-6%	-18%
CC(=O)N1CCN(CC(=O)Nc2sccc2C#N)CC1	12%	?	-5%	0%	-6%	-1%	8%	i

Entries of single compounds, quoted from the list. Screens in order: TDP-43 yeast inh	EPAC2 agonist	aSyn yeast inh	EPAC1 ag	EPAC2 antag	EPAC1 antagonist	FUS yeast rescue	PTHR1 ag
COc1ccc(NC(=O)N[C@@H](CCSC)C(=O)O)cc1OC as listed: 5%	4%	0%	9%	-3%	-10%	-1%	-2%
COc1cc2sc3cc(NCCCN4CCOCC4)ccc3c(=O)c2cc1OC as listed: -5%	4%	7%	-14%	7%	-5%	3%	7%
Cc1cccc(C(=O)OCC(=O)N2CCC(c3ccccc3)=N2)c1O as listed: 1%	-5%	2%	5%	-1%	7%	1%	i
CCc1ccccc1NS(=O)(=O)c1cccc2nsnc12 as listed: 4%	7%	10%	6%	-17%	-2%	-6%	-18%

High-throughput results as filed in PubChem.
